From PubChem
PAX8 reporter: PAX8 transcriptional activity inhibition | 1.2% of 360,000 active | inhibition, % at 12.6 µM | RMG-I TPO-luciferase reporter, SteadyGlo, 24 h;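 active = mean replicate inhibition at least 60% with every replicate also reaching 60%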;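 note: luciferase light reporting Pax8 driven TPO promoter activity; plate controls were median of neutral control wells for no effect and mitoxantrone controls for full effect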
ARNT TACC3 PPI: disruptors of human ARNT/TACC3 interaction. 0.66% of 390,000 active. AID 623870. Q9Y6A5. AlphaScreen His-ARNT PAS-B/GST-TACC3 binding, luminescence; TACC3 fragment carries E629A point mutation. inhibition, % at 9.99 µM;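 active = mean inhibition of replicates at least 50% and at least half of replicates each reaching 50%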;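 note: 0% = complete ARNT plus TACC3 wells and 100% = ARNT alone without TACC3; many hits fall short of the cut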
LGR2 antag: inhibitors of bursicon-induced Drosophila LGR2 receptor cAMP signaling. HEK293 LGR2, CRE-luciferase, bursicon-stimulated, 4 h. inhibition, % at 9.99 µM. 0.35% of 380,000 active. AID 720647;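 active = drop in luminescence signal, shown as inhibition above about 50% in the replicate tests, limit read from the data, passing the limit was not always enough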;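 note: agonist challenge used bursicon conditioned medium at about half maximal strength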
PGC1a acetyl inh: modulators of PGC1a acetylation | inhibition, % at 15.6 µM | U2OS PGC1a acetylation, AlphaScreen anti-acetyl-lysine; with virally co-expressed GCN5 acetyltransferase | 0.17% of 350,000 active;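 active = every replicate shows inhibition of at least 40%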;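 note: 0% = neutral control wells and 100% = positive control wells; some results beyond the cut were filed as inactive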
Statin myotox sup: suppressors of simvastatin-induced myotoxicity in C2C12 myotubes. ATP luminescence, 48 h; scaled: DMSO 0, geranylgeraniol control 100. rescue of ATP level, % at 7.49 µM. 0.78% of 330,000 active. AID 602340;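 active = mean ATP rescue above about 67%, or every replicate alone reaching that limit, limit read from the data, passing the limit was not always enough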;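 note: myotubes were challenged with 10 µM simvastatin during compound exposure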
INS-1E GSIS act: primary screen for activators of insulin secretion dependent on glucose, INS-1E cells, GLuc reporter luminescence | INS-1E GLuc reporter insulin secretion, 2-3 h | activation, % at 16.6 µM | 0.61% of 370,000 active | AID 743287;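 active = lowest replicate activation of at least 40%, so every replicate reaches that level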;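 note: 0% = median of neutral control wells and 100% = median of IBMX positive control wells; some compounds called inactive have numbers as strong as hits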
PglD DTNB: blocks C. jejuni PglD acetyltransferase activity; purified PglD enzyme, DTNB colorimetric CoA detection; inhibition, % at 12.5 µM; 0.098% of 360,000 active; AID 602405; in the data active = inhibition above about 16%, passing the limit was not always enough; note: strong numbers were not always called active
Cneo AK release: causes C. neoformans cell lysis; adenylate kinase release luminescence, 4 h; normalised: neutral wells 0, clomiphene wells 100; lysis activity, % at 15 µM; 0.2% of 360,000 active; AID 651654;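 active = mean lysis activity across replicates of at least 80%, whatever share of replicates individually reach that level; inactive = mean lysis activity below 80%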
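Schedule: static 4 h at 37 °C with compound, 1 h detection; system: C. neoformans cells; benchmarks: Clomiphene as positive control; buffer or medium: fresh YPD medium; measure: luminescence rise reflecting yeast cell lysis; measured by: luminescent adenylate kinase detection reagent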
* = called active by the depositor; nt = no result given.

Sequence of screens: PAX8 reporter, ARNT TACC3 PPI, LGR2 antag, PGC1a acetyl inh, Statin myotox sup, INS-1E GSIS act, PglD DTNB, Cneo AK release
(1) Cc1[nH]nc(SCC(=O)NCc2ccc(F)cc2)c1[N+](=O)[O-]
  -2, -13, 1, 9, 1, 4, 0, -1
(2) CC(C)CC(=O)Nc1ccc(S(=O)(=O)N2CCCC2)cc1
  26, -3, -9, -6, -10, -1, -3, 0
(3) Cc1nn(-c2ccc(Cl)c(Cl)c2)c(C)c1C(=O)O
  32, -14, 10, nt, nt, -14, nt, nt
(4) CCCc1nc(S(=O)(=O)Cc2ccc(Cl)cc2Cl)n[nH]1
  nt, -5, nt, nt, 4, nt, -1, -1
(5) O=C(C[C@H]1CC[C@H]2[C@@H](COC[C@H](O)CN2C(=O)Nc2ccc(F)cc2)O1)NCCc1ccncc1
  -14, 4, -4, 10, -10, -13, 0, -3
(6) CO[C@@H]1CN(C)C(=O)c2ccc(NC(=O)c3cnccn3)cc2OC[C@H](C)N(C(C)=O)C[C@H]1C
  nt, 1, 3, -11, -5, 6, 4, 3
(7) O=C(NCc1ccc2c(c1)OCO2)c1n[nH]c(=O)c2ccccc12
  -15, 1, 4, 8, -7, 4, -4, 1
(8) Nc1sc(-c2ccccc2)cc1-c1n[nH]c(=S)n1C1CCCCC1
  13, 7, nt, 4, nt, nt, 4, 18
(9) CCOc1cc(NC(=S)NCCCN2CCOCC2)c(OCC)cc1NC(=O)c1cccc(C)c1
  3, -5, -33, nt, nt, 1, nt, nt
(10) COc1cccc(C(O)c2ncc(-c3ccc4ccccc4c3)[nH]2)c1 (stereo unspecified)
  -46, nt, nt, -2, -2, nt, -1, 2
(11) Cc1ccc(SCC(=O)Nc2ccc(-c3nc4ccccc4[nH]3)cc2)cc1
  26, -12, 2, -26, -9, -8, nt, nt
(12) CC(C)N(Cc1ccccc1)C(=O)C1CCN(c2ncnc3c2nc2n3CCCCC2)CC1
  30, 6, -12, nt, 0, -21, -3, -1
(13) Cc1ccc(-c2ccc(NC(=O)C3C4C=CC(C4)C3C(=O)O)cc2)o1 (stereo unspecified)
  nt, -2, nt, 2, -7, nt, -4, -1
(14) Cc1ccc(N2C(=O)Nc3ccc(Br)cc3C2(O)C(=O)NCCCN(C)C)cc1C (stereo unspecified)
  -13, -4, nt, 9, -8, nt, 3, 2
(15) CSc1ccccc1NC(=O)COc1ccc(Cl)cc1Cl
  -29, -7, -36, nt, 9, 4, nt, nt
(16) C=CC[C@@H](CC(=O)N(CCO)Cc1ccccc1)C(=O)NCCOC(=O)[C@@H](CC=C)Cc1ccc(F)cc1
  23, 7, 3, nt, -8, nt, 4, 3
(17) Cc1ccc2nc(NC(=O)c3ccc(Cl)s3)sc2c1
  -242, -4, -43, 5, -27, 12, -6, 0
(18) N#C/C(C(=O)c1ccccc1)=C1/CCCCCN1
  -161, 1, nt, 6, nt, nt, -5, -1
(19) CCC(C)OC(=O)C1=C(C)NC(=O)NC1c1ccc(F)cc1 (stereo unspecified)
  nt, 1, 7, 3, 25, -12, 5, 0
(20) COc1ccccc1S(=O)(=O)N[C@@H]1C=C[C@@H](CC(=O)N2CCN(C)CC2)O[C@@H]1CO
  -9, 8, -12, -5, -1, 4, -1, 7

Two records drawn at random from those above:
Sequence of screens: PAX8 reporter, ARNT TACC3 PPI, LGR2 antag, PGC1a acetyl inh, Statin myotox sup, INS-1E GSIS act, PglD DTNB, Cneo AK release
(16) C=CC[C@@H](CC(=O)N(CCO)Cc1ccccc1)C(=O)NCCOC(=O)[C@@H](CC=C)Cc1ccc(F)cc1
  23, 7, 3, nt, -8, nt, 4, 3
(2) CC(C)CC(=O)Nc1ccc(S(=O)(=O)N2CCCC2)cc1
  26, -3, -9, -6, -10, -1, -3, 0

New compounds follow
Sequence of screens: PAX8 reporter, ARNT TACC3 PPI, LGR2 antag, PGC1a acetyl inh, Statin myotox sup, INS-1E GSIS act, PglD DTNB, Cneo AK release
(21) COc1cc(OC)cc(C(=O)Nc2ccc(S(=O)(=O)Nc3ncccn3)cc2)c1
  -7, 0, 10, nt, nt, 21, nt, nt
(22) Cc1nn(-c2ccccc2)c(C)c1C(=O)NCc1ccc(S(N)(=O)=O)cc1
  -3, 6, 31, 24, -14, 3, -1, 3
(23) COc1cccc(OC)c1/C=C/C(=O)NC1CCCCC1
  7, -3, 5, 2, -7, 0, 5, -4
(24) CN(C)CCNC(=O)C(c1ccccc1)c1ccccc1
  -1, -4, 5, 12, 11, -9, -5, 1
(25) NS(=O)(=O)c1ccc(NC(=O)c2cc(Cl)ccc2Cl)cc1
  20, 0, -20, nt, 6, -18, -3, 2
(26) Cc1cc(C)n(-c2ccc(C(=O)Nc3ccc4c(c3)OCCO4)cc2)n1
  nt, -1, nt, -6, -33, nt, -7, -8
(27) O=C1OCCN1c1c(-c2ccccc2)c(N2CCOCC2)nc2ccccc12
  -2, -3, -4, -7, -9, 0, 6, -1
(28) CCCNC(=O)C[C@H]1CC[C@H]2[C@@H](COC[C@@H](O)CN2C(=O)c2cccnc2)O1
  -7, -5, 4, 5, -3, 13, -1, 3
(29) COc1ccc(CCNC(=O)CNS(=O)(=O)c2ccc(Br)cc2)cc1
  18, -2, 13, 2, 15, -6, 3, 3
(30) O=C(COc1ccccc1Cl)Nc1nnc(S(=O)(=O)N2CCCC2)s1
  -15, 28, -14, -3, -2, nt, 0, -4
(31) CC1=NN(c2ccccc2)C(=O)/C1=C\N1CC(C)OC(C)C1 (stereo unspecified)
  16, 1, nt, -7, -15, nt, -1, 0
(32) Cc1nn(CCCC(=O)NCCc2ccccc2)c(=O)c2nn(-c3ccccc3)c(C)c12
  24, 0, 1, -7, -12, -1, 1, 4
(33) CS(=O)(=O)N1CC2(C1)[C@H](c1ccccc1)[C@H](CO)N2Cc1ccccc1
  6, nt, 0, 7, nt, 2, nt, nt
(34) COc1ccc(C(=O)N2CCN=C2c2ccccc2)cc1OC
  18, -9, nt, 1, -2, nt, 1, -1
(35) Cc1ccc(F)cc1NC(=O)CSc1ncccn1
  10, 3, -16, 5, 5, 9, -9, 2
(36) O=C(N/N=C/c1ccccn1)c1cccc(S(=O)(=O)Nc2ccccc2Cl)c1
  -13, 65*, 17, -2, nt, 18, nt, nt
(37) CCOc1ccc(S(=O)(=O)N(CC(=O)N/N=C/c2cccs2)c2ccc(C)cc2)cc1
  nt, -2, nt, nt, 5, nt, -3, -1
(38) CCCNC(=O)Nc1ccc2c(c1)C(=O)N(C)C[C@H](OC)[C@@H](C)CN(CC1CCCC1)[C@@H](C)CO2
  nt, nt, -6, 21, 1, -11, nt, nt
(39) Cc1ccccc1OCC(=O)OCC(=O)NCCNC(=O)COC(=O)COc1ccccc1C
  -7, 4, 3, -4, 12, 8, nt, nt
(40) CCc1cc2c(N3CCCCC3)ncnc2s1
  nt, -4, nt, -4, nt, nt, -4, 3

Next part
Sequence of screens: PAX8 reporter, ARNT TACC3 PPI, LGR2 antag, PGC1a acetyl inh, Statin myotox sup, INS-1E GSIS act, PglD DTNB, Cneo AK release
(41) CCN(CC)C(=O)CSc1nc(C)cc(C)c1C#N
  -4, -5, -7, -1, 2, 15, 12, 0
(42) C[C@H]1CN([C@@H](C)CO)C(=O)c2cc(-c3ccccc3)cnc2O[C@@H]1CN(C)Cc1ccccc1
  nt, 0, -4, -18, 11, 15, 4, -3
(43) CC(Sc1nnc(N)s1)C(=O)Nc1ccc2c(c1)OCO2 (stereo unspecified)
  -28, 1, 7, -62, -2, -9, 1, 1
(44) COc1ccc(OCc2cc(C(=O)NCCCc3ccccc3)no2)c(Cl)c1
  -4, -11, 0, -2, nt, -18, -4, -1
(45) O=C(CSc1nnc(-c2ccccc2)c(-c2ccccc2)n1)NC1CCS(=O)(=O)C1 (stereo unspecified)
  1, -4, 5, nt, nt, 3, nt, nt
(46) COc1ccc(/C=C(\NC(=O)c2ccccc2)C(=O)N2CCN(C)CC2)cc1
  -23, nt, 10, nt, 7, 0, 2, -2
(47) COc1ccc2oc(C(=O)c3ccccc3)c(NC(=O)CN3CCN(C)CC3)c2c1
  nt, 2, -4, 2, nt, 12, -10, 1
(48) O=c1c2cc(-c3ccccc3)sc2nc2n1N=C(c1cccs1)CS2
  -59, nt, -69, -4, nt, 11, 3, -4
(49) O=C(c1ccc2ccccc2c1)N1CCN(c2ccc(C(F)(F)F)cn2)CC1
  nt, -12, 6, 12, 1, nt, -2, 0
(50) COc1ccc(S(=O)(=O)N(C)C[C@H]2OCCCC[C@@H](C)Oc3ccc(NC(=O)C4CCCCC4)cc3C(=O)N([C@H](C)CO)C[C@H]2C)cc1
  13, 15, 17, -9, nt, -30, 1, -1
(51) COC(=O)CN1C(=O)N/C(=C/c2ccc(OC)cc2)C1=O
  4, -6, 16, nt, nt, -9, nt, nt
(52) COc1ccc(S(=O)(=O)N(C)C[C@@H]2Oc3ccc(NC(=O)CCN4CCOCC4)cc3C(=O)N([C@@H](C)CO)C[C@H]2C)cc1
  nt, -9, 12, -9, -11, 18, -1, 2
(53) N#C[C@@H]1N[C@H](CO)[C@H]1c1ccc(C#CC2CCCC2)cc1
  -45, 10, -14, -5, 8, 1, 3, -3
(54) COc1ccc(CN2C(=O)C(C)Nc3ncnc(N4CCc5ccccc5C4)c32)cc1 (stereo unspecified)
  37, nt, -4, -3, -48, 2, 9, 3
(55) C[C@H]1CN([C@@H](C)CO)C(=O)c2cccc(NC(=O)C3CCOCC3)c2O[C@H]1CN(C)S(=O)(=O)c1cn(C)cn1
  nt, -11, 8, 5, 9, 6, 20, -3
(56) Cc1cc(NC(=O)CSc2nnc(-c3ccoc3C)n2N)no1
  nt, 7, nt, 2, 5, nt, -5, -2
(57) Cc1ccsc1C(=O)OCC(=O)Nc1ccc(Cl)cc1C(F)(F)F
  -8, -1, nt, 4, 4, 17, nt, nt
(58) CNC(=O)COC(=O)c1ccccc1Nc1ccccc1
  6, 12, 1, -7, -3, -5, 2, -3
(59) Cc1ccc(OCCCn2c(CO)nc3ccccc32)cc1
  nt, -1, -28, -2, 134*, -3, -3, -6
(60) COc1ccccc1-c1ccc(=O)n(CC(=O)NCc2ccc3c(c2)OCO3)n1
  nt, 0, -10, -17, 15, 14, -4, 1
(61) C[C@@H]1CN([C@@H](C)CO)C(=O)Cc2cc(NS(=O)(=O)c3ccc(F)cc3)ccc2O[C@@H]1CN(C)C(=O)NC1CCCCC1
  -5, -9, 3, -6, 38, 1, -10, -2
(62) C[C@@H]1CN([C@@H](C)CO)C(=O)c2cc(N(C)C)ccc2O[C@@H]1CN(C)C
  -16, 1, nt, 5, -1, 14, -1, -6
(63) O=C(NCc1ccccn1)c1ccc(NS(=O)(=O)c2cccc(Cl)c2)cc1
  -5, -4, 5, nt, 14, 41, 4, 0

Complete entries from above.
Record of `CC1=NN(c2ccccc2)C(=O)/C1=C\N1CC(C)OC(C)C1` (stereo unspecified) : PAX8 reporter = 16; ARNT TACC3 PPI = 1; LGR2 antag = nt; PGC1a acetyl inh = -7; Statin myotox sup = -15; INS-1E GSIS act = nt; PglD DTNB = -1; Cneo AK release = 0
Record of `CCCc1nc(S(=O)(=O)Cc2ccc(Cl)cc2Cl)n[nH]1` : PAX8 reporter = nt; ARNT TACC3 PPI = -5; LGR2 antag = nt; PGC1a acetyl inh = nt; Statin myotox sup = 4; INS-1E GSIS act = nt; PglD DTNB = -1; Cneo AK release = -1
